Assay outcomes: PubChem, several laboratories
NCOA1 inh: SRC1 coactivator transcriptional activity inhibitors, primary screen, cell-based, luminescence | inhibition, % at 3.6 µM | 360,000 compounds, 0.12% hits | Nuclear receptor coactivator 1 (Homo sapiens), Q15788 | HEK293 GAL4-SRC1 luciferase reporter | AID 588354, 2011;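 active = inhibition above the campaign mean plus 3 SD, with each screening campaign given its own cutoff, cut at about 60% in these data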;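 note: 0% = DMSO treated cells and 100% = gossypol at 36 µM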
NCOA3 inh: SRC3 coactivator transcriptional activity inhibitors, primary screen, cell-based, luminescence; Nuclear receptor coactivator 3 (Homo sapiens), Q9Y6Q9; HEK293 GAL4-SRC3 luciferase reporter; inhibition, % at 3.6 µM; 360,000 compounds, 0.17% hits; AID 588352, 2011;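 active = inhibition above a per-campaign cutoff, the mean of all compounds plus 3 SD, cut at about 60% in these data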;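 note: 0% = DMSO-treated cells and 100% = gossypol-treated cells at 36 µM; higher means less SRC3-driven luciferase light from the GAL4 reporter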
LMP1 NFkB inh: EBV LMP1-driven NF-kappaB luciferase reporter inhibitors, primary screen, cell-based, luminescence, single point | LMP1-induced NF-kappaB luciferase reporter cells | inhibition, % at 12.5 µM | 350,000 compounds, 0.69% hits | AID 504558, 2011; in the data active = inhibition above about 41%;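 note: 0% = neutral control wells and 100% = reference inhibitor control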
TWEAK Fn14 block: inhibitors of TWEAK-Fn14 signaling, primary screen, luciferase reporter cells, uHTS; TWEAK-stimulated Fn14 reporter cells, luciferase luminescence, 8 h; inhibition, % at 10 µM; 360,000 compounds, 2% hits; in the data active = inhibition above about 50%
SRC2 inh: inhibition of GAL4-SRC2 driven luciferase reporter, primary screen, SRC2 inhibitor project, cell-based, luminescence | HEK293 GAL4-SRC2 luciferase reporter | inhibition, % at 9 µM | 370,000 compounds, 0.17% hits | AID 651957, 2012;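 active = inhibition above the mean inhibition of all tested compounds plus 3 SD, set per campaign, cut at about 52% in these data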;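 note: 0% = DMSO treated cells and 100% = cells given Gossypol at 36 µM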
TROY NFkB inh: inhibitors of TROY-driven NF-kB signaling, primary screen, Q293 LMP1-TROYcd cells, NF-kB luciferase, uHTS; Q293 LMP1-TROYcd NF-kB luciferase reporter, 4 h; inhibition, % at 10 µM; 360,000 compounds, 0.98% hits; AID 1347056, 2019;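 active = compounds whose plate-normalised and pattern-corrected inhibition of the luciferase reporter signal at the single screening dose is 50% or more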
NR5A2 inv ag: LRH-1 (NR5A2) inverse agonists, primary screen, cell-based, luminescence, HEK293T, StAR-luciferase reporter | Nuclear receptor subfamily 5 group A member 2 (Homo sapiens), O00482 | LRH-1 transfected, 24 h | inhibition, % at 3.6 µM | 360,000 compounds, 0.13% hits;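 active = inhibition above the mean inhibition of all tested compounds plus 3 SD, cut at about 73% in these data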;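 note: 0% = DMSO wells and 100% = reporter-only cells lacking LRH-1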
Target sequence (O00482 whole entry, looked up): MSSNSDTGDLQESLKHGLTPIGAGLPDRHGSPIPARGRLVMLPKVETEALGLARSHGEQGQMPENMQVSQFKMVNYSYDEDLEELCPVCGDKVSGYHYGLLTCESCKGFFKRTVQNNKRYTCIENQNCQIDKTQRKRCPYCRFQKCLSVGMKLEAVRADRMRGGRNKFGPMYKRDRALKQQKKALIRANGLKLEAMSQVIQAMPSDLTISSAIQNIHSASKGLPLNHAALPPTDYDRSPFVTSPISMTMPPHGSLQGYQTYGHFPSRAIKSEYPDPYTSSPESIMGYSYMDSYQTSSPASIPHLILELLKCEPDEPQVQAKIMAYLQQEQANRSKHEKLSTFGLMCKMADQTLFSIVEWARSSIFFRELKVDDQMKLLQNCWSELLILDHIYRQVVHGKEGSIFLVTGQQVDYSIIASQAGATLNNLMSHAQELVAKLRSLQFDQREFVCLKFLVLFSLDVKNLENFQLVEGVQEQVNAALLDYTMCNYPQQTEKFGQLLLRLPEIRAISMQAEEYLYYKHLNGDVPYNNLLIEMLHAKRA
TLR9-MyD88 block: inhibitors of TLR9-MyD88 association in cells, primary screen, cell-based, CHO, BLA complementation, fluorescence | inhibition, % at 4.98 µM | CCF4 FRET ratio | 340,000 compounds, 0.21% hits | Toll-like receptor 9 (Homo sapiens) + Myeloid differentiation primary response protein …;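 active = inhibition above the mean over all tested compounds plus 3 SD, cut at about 21% in these data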;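 note: 0% = DMSO only wells and 100% = clavulanate BLA inhibitor control wells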
NOD2-RIPK2 inh: NOD2-RIPK2 binding disruptors in cells, primary screen, fluorescence, CHO cells, BLA complementation. CCF4 ratio. inhibition, % at 4.98 µM. 360,000 compounds, 0.38% hits. AID 624267, 2012; in the data active = inhibition above about 21%;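 note: 0% = vehicle only and 100% = reference blocker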
COUP-TFII inh: NR2F2 transcriptional activity inhibitors, primary screen, cell-based, luciferase reporter, HEK293T, luminescence. HEK293T NGFI-A luciferase reporter. inhibition, % at 8.6 µM. 370,000 compounds, 0.7% hits. AID 686940, 2013;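 active = inhibition above a per-plate cutoff, mean inhibition of test wells between control levels plus 3 SD, cut at about 38% in these data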;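 note: cells cotransfected with COUP-TFII expression vector driving the NGFI-A reporter; 0% = median of COUP-TF2 test wells and 100% = reporter-only cells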
Target sequence (P24468 whole entry, looked up): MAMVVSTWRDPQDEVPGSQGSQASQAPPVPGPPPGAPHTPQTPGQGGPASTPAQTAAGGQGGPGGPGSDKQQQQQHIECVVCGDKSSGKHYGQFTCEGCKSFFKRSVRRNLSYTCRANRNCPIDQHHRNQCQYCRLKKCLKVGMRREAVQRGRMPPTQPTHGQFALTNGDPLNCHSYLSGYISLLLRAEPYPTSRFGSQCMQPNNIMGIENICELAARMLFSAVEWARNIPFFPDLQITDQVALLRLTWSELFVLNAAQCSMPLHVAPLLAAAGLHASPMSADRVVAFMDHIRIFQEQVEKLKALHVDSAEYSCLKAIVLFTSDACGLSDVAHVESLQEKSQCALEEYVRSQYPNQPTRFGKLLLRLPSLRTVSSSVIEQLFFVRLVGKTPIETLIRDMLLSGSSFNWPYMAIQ
TRAIL sens C8: viability loss with TRAIL in NB7+C8 cells, primary screen, TRAIL sensitizer project, cell-based, ATPlite luminescence; 360,000 compounds, 1% hits; AID 624354, 2012; inhibition (viability loss, TRAIL sensitization), % at 10 µM;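 active = compounds causing at least 50% loss of cell viability in the single-dose screen, relative to plate controls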
* hit, by the source's call. These rows are one share of the data. The share of hits here may be higher or lower than overall.

`COc1ccc(Cc2nc3ccc(C(=O)N4CCCC4)cc3o2)cc1` gave NCOA1 inh -86, NCOA3 inh -68, LMP1 NFkB inh -24, TWEAK Fn14 block -10, SRC2 inh -13, TROY NFkB inh -24, NR5A2 inv ag -37, TLR9-MyD88 block 10, NOD2-RIPK2 inh 0, COUP-TFII inh -24 and TRAIL sens C8 -11.
`CC(=O)Nc1ccc(-c2ccc3nnc(C)n3n2)cc1` gave NCOA1 inh 10, NCOA3 inh 12, LMP1 NFkB inh 5, TWEAK Fn14 block -13, SRC2 inh -7, TROY NFkB inh 2, NR5A2 inv ag -6, TLR9-MyD88 block 7, NOD2-RIPK2 inh 7, COUP-TFII inh -6 and TRAIL sens C8 1.
For O=C1C(=O)N(Cc2cccnc2)C(c2cccc(F)c2)/C1=C(/O)c1ccc2c(c1)OCO2 (stereo unspecified) the results were NCOA1 inh -18, NCOA3 inh -5, LMP1 NFkB inh -9, TWEAK Fn14 block -15, SRC2 inh 0, TROY NFkB inh -46, NR5A2 inv ag 0, TLR9-MyD88 block -9, NOD2-RIPK2 inh -6, COUP-TFII inh -15 and TRAIL sens C8 10.
For COc1ccc(/C=C/C(=O)NCC(=O)N/N=C(\C)Cc2ccccc2)cc1 the results were NCOA1 inh -20, NCOA3 inh 21, LMP1 NFkB inh -2, TWEAK Fn14 block -3, SRC2 inh -5, TROY NFkB inh -3, NR5A2 inv ag -18, TLR9-MyD88 block 12, NOD2-RIPK2 inh -7, COUP-TFII inh -2 and TRAIL sens C8 -3.
For O=C(CCN1C(=O)COc2ccccc21)NCCCN1CCc2ccccc2C1 the results were NCOA1 inh 11, NCOA3 inh 2, LMP1 NFkB inh -17, TWEAK Fn14 block 17, SRC2 inh 1, TROY NFkB inh -6, NR5A2 inv ag 5, TLR9-MyD88 block -2, NOD2-RIPK2 inh -1, COUP-TFII inh -10 and TRAIL sens C8 18.
`CCc1ccccc1NS(=O)(=O)c1ccc2c(c1)NC(=O)CC(=O)N2` gave NCOA1 inh 3, NCOA3 inh -29, LMP1 NFkB inh -6, TWEAK Fn14 block -3, SRC2 inh -28, TROY NFkB inh 5, NR5A2 inv ag -11, TLR9-MyD88 block 2, NOD2-RIPK2 inh -4, COUP-TFII inh -8 and TRAIL sens C8 5.
`COc1ccc(C(=O)NCc2cnn(C)c2)cc1OC1CCN(C(C)C)CC1` gave NCOA1 inh -3, NCOA3 inh -22, LMP1 NFkB inh 2, TWEAK Fn14 block 18, SRC2 inh 4, TROY NFkB inh -6, NR5A2 inv ag 1, TLR9-MyD88 block -8, NOD2-RIPK2 inh -1, COUP-TFII inh -1 and TRAIL sens C8 11.
`CCNC(=O)C1(C)CCN(C(=O)c2c(F)cccc2F)C1` (stereo unspecified) gave NCOA1 inh -5, NCOA3 inh 1, TWEAK Fn14 block 17, SRC2 inh -12, TROY NFkB inh -7, NR5A2 inv ag -26, NOD2-RIPK2 inh -7, COUP-TFII inh -12 and TRAIL sens C8 -2.
`CCCCn1c(N)c(N(CC(C)C)C(=O)c2ccc3c(c2)NC(=O)C(C)S3)c(=O)[nH]c1=O` (stereo unspecified) gave NCOA1 inh 0, NCOA3 inh 18, LMP1 NFkB inh 0, TWEAK Fn14 block -2, SRC2 inh -9, TROY NFkB inh -14, NR5A2 inv ag 1, TLR9-MyD88 block -7, NOD2-RIPK2 inh 9, COUP-TFII inh 8 and TRAIL sens C8 7.
Cc1ccccc1OCC(=O)N/N=C/c1cccc2cccnc12 was read as NCOA1 inh -45, NCOA3 inh 10, LMP1 NFkB inh 2, TWEAK Fn14 block -16, SRC2 inh -10, TROY NFkB inh 6, NR5A2 inv ag 0, TLR9-MyD88 block -3, NOD2-RIPK2 inh 1, COUP-TFII inh -2 and TRAIL sens C8 2.
For CCOc1ccc(N(CC(=O)NN=C2CCN(C)CC2)S(=O)(=O)c2ccc(Br)cc2)cc1 the results were NCOA1 inh 10, NCOA3 inh -9, LMP1 NFkB inh 1, TWEAK Fn14 block 0, SRC2 inh -12, TROY NFkB inh -13, NR5A2 inv ag 5, TLR9-MyD88 block -11, NOD2-RIPK2 inh 0, COUP-TFII inh -11 and TRAIL sens C8 -5.
Brc1cccc2sc(N3CCN(c4ccccc4)CC3)nc12 was read as NCOA1 inh -15, NCOA3 inh -11, LMP1 NFkB inh -21, TWEAK Fn14 block -6, SRC2 inh -24, TROY NFkB inh -13, NR5A2 inv ag -12, TLR9-MyD88 block 0, NOD2-RIPK2 inh -4, COUP-TFII inh 0 and TRAIL sens C8 3.
`Cc1ccnc(N/C=C/C(=O)c2ccc(Br)cc2)c1` gave NCOA1 inh -111, NCOA3 inh -185, LMP1 NFkB inh -20, TWEAK Fn14 block 21, SRC2 inh -41, TROY NFkB inh -19, NR5A2 inv ag -146, TLR9-MyD88 block 3, NOD2-RIPK2 inh -6, COUP-TFII inh -55 and TRAIL sens C8 44.
`CCOc1cc(OCC)cc(C(=O)NCc2ccco2)c1` gave NCOA1 inh 7, NCOA3 inh -6, LMP1 NFkB inh 7, TWEAK Fn14 block 16, SRC2 inh 14, TROY NFkB inh -3, NR5A2 inv ag 7, TLR9-MyD88 block 6, NOD2-RIPK2 inh 0, COUP-TFII inh 2 and TRAIL sens C8 -10.
Cc1ccc(-n2c3c(c(=O)[nH]c2=S)C(C(F)(F)F)(C(F)(F)F)NC(=O)N3)cc1 was read as NCOA1 inh 11, NCOA3 inh 8, LMP1 NFkB inh -1, TWEAK Fn14 block -1, SRC2 inh 1, TROY NFkB inh 11, NR5A2 inv ag 2, TLR9-MyD88 block 1, NOD2-RIPK2 inh -3, COUP-TFII inh 0 and TRAIL sens C8 -4.
`CC(C)Cn1nc(C(=O)Nc2nnc(C3CC3)s2)c2ccccc2c1=O` gave NCOA1 inh 3, NCOA3 inh 10, LMP1 NFkB inh 1, TWEAK Fn14 block -16, SRC2 inh -2, TROY NFkB inh -19, NR5A2 inv ag 13, TLR9-MyD88 block -66, NOD2-RIPK2 inh -2, COUP-TFII inh 13 and TRAIL sens C8 5.
`NCCC1CN(C(=O)OCc2ccccc2)c2ccccc21` (stereo unspecified) gave NCOA1 inh -23, NCOA3 inh -26, LMP1 NFkB inh -8, TWEAK Fn14 block -3, SRC2 inh -15, TROY NFkB inh 5, NR5A2 inv ag -22, TLR9-MyD88 block -3, NOD2-RIPK2 inh -3, COUP-TFII inh -11 and TRAIL sens C8 -3.
Screening Nc1nnc(SCC(=O)NC2CCCCC2)n1-c1ccccc1 returned NCOA1 inh -6, NCOA3 inh -22, LMP1 NFkB inh -6, TWEAK Fn14 block -16, SRC2 inh -43, TROY NFkB inh 4, NR5A2 inv ag 1, TLR9-MyD88 block 3, NOD2-RIPK2 inh -10, COUP-TFII inh 1 and TRAIL sens C8 10.
Screening COc1ccc(NC(=S)NCc2cccnc2)cc1 returned NCOA1 inh -9, NCOA3 inh 22, LMP1 NFkB inh 0, TWEAK Fn14 block -14, SRC2 inh 7, TROY NFkB inh -25, NR5A2 inv ag 13, TLR9-MyD88 block -2, NOD2-RIPK2 inh 2, COUP-TFII inh 15 and TRAIL sens C8 -3.
O=c1c2ccccc2nc(/C=C/c2cc(Br)ccc2O)n1CCO was read as NCOA1 inh -34, NCOA3 inh 12, LMP1 NFkB inh -5, TWEAK Fn14 block 29, SRC2 inh 20, TROY NFkB inh 9, NR5A2 inv ag 12, TLR9-MyD88 block 3, NOD2-RIPK2 inh 10, COUP-TFII inh -7 and TRAIL sens C8 10.
For CCOC(=O)C1CCN(C(=O)c2cccc(NS(=O)(=O)c3ccc(F)c(F)c3)c2)CC1 the results were NCOA1 inh -2, NCOA3 inh -6, LMP1 NFkB inh 1, TWEAK Fn14 block -16, SRC2 inh -2, TROY NFkB inh 2, NR5A2 inv ag 10, TLR9-MyD88 block 5, NOD2-RIPK2 inh 0, COUP-TFII inh -6 and TRAIL sens C8 -14.
Fc1ccccc1OCCSc1nc2ccccc2o1 was read as NCOA1 inh -38, NCOA3 inh -1, LMP1 NFkB inh -14, TWEAK Fn14 block -15, SRC2 inh -56, TROY NFkB inh -55, NR5A2 inv ag -57, TLR9-MyD88 block -2, NOD2-RIPK2 inh -5, COUP-TFII inh -24 and TRAIL sens C8 -8.
For COc1ccc(CC(=O)OCC(=O)N2c3ccccc3CC2C)cc1OC (stereo unspecified) the results were NCOA1 inh 23, NCOA3 inh 6, LMP1 NFkB inh 3, TWEAK Fn14 block 13, SRC2 inh -16, TROY NFkB inh -6, NR5A2 inv ag -4, TLR9-MyD88 block -7, NOD2-RIPK2 inh -6, COUP-TFII inh -11 and TRAIL sens C8 9.
Screening Cc1cccc(C)c1NC(=O)CNC(=O)c1ccc2c(c1)NC(=O)CS2 returned NCOA1 inh 11, NCOA3 inh -34, LMP1 NFkB inh 1, TWEAK Fn14 block 21, SRC2 inh -3, TROY NFkB inh -17, NR5A2 inv ag -28, TLR9-MyD88 block -6, NOD2-RIPK2 inh 3, COUP-TFII inh -5 and TRAIL sens C8 4.
For C[C@H](CO)N1C[C@H](C)[C@H](CN(C)C(=O)Nc2ccc(C(F)(F)F)cc2)Oc2ncc(-c3cccnc3)cc2C1=O the results were NCOA1 inh -5, NCOA3 inh 5, LMP1 NFkB inh -5, TWEAK Fn14 block -7, SRC2 inh -5, TROY NFkB inh 6, NR5A2 inv ag -1, TLR9-MyD88 block -1, NOD2-RIPK2 inh -6, COUP-TFII inh -23 and TRAIL sens C8 -4.
`COc1cccc(NC(=O)COC(=O)c2c(-c3ccccc3)noc2C)c1` gave NCOA1 inh 2, NCOA3 inh 0, LMP1 NFkB inh -3, TWEAK Fn14 block -9, SRC2 inh -6, TROY NFkB inh 6, NR5A2 inv ag 5, TLR9-MyD88 block 7, NOD2-RIPK2 inh -10, COUP-TFII inh 9 and TRAIL sens C8 -1.
Screening CN1C[C@@H]2[C@@H]3C(=O)N(C)C(=O)[C@@H]3[C@](C)(C1=O)N2C(=O)c1ccc(Cl)c(Cl)c1 returned NCOA1 inh 4, NCOA3 inh -5, LMP1 NFkB inh 2, TWEAK Fn14 block 1, SRC2 inh -2, TROY NFkB inh -11, NR5A2 inv ag 14, TLR9-MyD88 block -1, NOD2-RIPK2 inh -4, COUP-TFII inh -9 and TRAIL sens C8 -20.
For CCCNC(=O)c1ccc(S(N)(=O)=O)cc1 the results were NCOA1 inh 4, NCOA3 inh 5, LMP1 NFkB inh 4, TWEAK Fn14 block 7, SRC2 inh 5, TROY NFkB inh -13, NR5A2 inv ag 17, TLR9-MyD88 block -3, NOD2-RIPK2 inh 5, COUP-TFII inh 15 and TRAIL sens C8 2.
